High-throughput results as filed in PubChem BioAssay.
GLS inh: inhibitors of human glutaminase (GLS); O94925; GLS enzymatic activity, qHTS titration; Potency, µM (top dose mostly 45.5 µM), for the others: at the top dose activity change, negative = inhibition, most hits filed as inhibitors; hit rate 0.21% among 410,000; AID 624170; also: % is scaled to controls: 0 for no effect and ±100 for the full control effect
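Assay buffer: 45 mM KH2PO4 pH 8.2, 0.02% Tween-20. hKGA acts on L-glutamine (1 mM solution added); product glutamate is reported by an oxidase/peroxidase Amplex Red coupling, with fluorescence taken at baseline and 30 min.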
Pin1 inhibitor: blocks the human prolyl isomerase Pin1; AID 504891; Q13526; hit rate 0.009% among 390,000; Pin1 FP peptide displacement, HiFluor488, 10 min; Potency, µM (titrated, usually from 115 µM), for inactives: top-dose activity, negative = inhibition, usual class: inhibitors; active = well fitted inhibition curve with a large enough effect in the polarisation, with a control signal flat, not every such curve was filed as active; inconclusive = small, poorly fitted or top-dose-only effect, or effect the other way, or a change in a side signal; inactive = no such curve, though single readings can be large or run the other way; the % refers to the polarisation; also: % is scaled to controls: 0 for no effect and ±100 for the full control effect
Target sequence (Q13526 whole entry, looked up): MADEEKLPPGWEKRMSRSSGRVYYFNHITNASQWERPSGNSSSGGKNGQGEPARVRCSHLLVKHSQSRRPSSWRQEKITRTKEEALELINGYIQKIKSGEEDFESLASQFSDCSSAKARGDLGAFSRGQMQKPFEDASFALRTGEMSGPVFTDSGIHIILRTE
JMJD2A Tudor: inhibitors of human JMJD2A Tudor domain. hit rate 4.4% among 390,000. AlphaScreen JMJD2A-Tudor / H3K4me3 peptide binding. AID 504339. Potency, µM (top dose mostly 114 µM), without a hit: at the top dose activity change, negative = inhibition, actives largely listed as inhibitors; also: % is scaled to controls: 0 for no effect and ±100 for the full control effect; nearly all actives have a fitted effect of over 50% in size
12-LOX inh: blocks human arachidonate 12S-lipoxygenase. Potency, µM (highest dose often 108 µM), without a hit: at the top dose activity change, negative = inhibition, hits mostly inhibitors. AID 1671190. P18054. purified 12hLO, xylenol orange hydroperoxide absorbance. hit rate 1.1% among 580,000; also: % is scaled to controls: 0 for no effect and ±100 for the full control effect
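Purified human 12hLO at 150 nM in 25 mM Hepes, 0.01% Triton X-100, pH 7.0, preincubated 15 min at room temperature with compound. Reaction started with 40 uM arachidonic acid, 30 min at room temperature. Hydroperoxide measured by Fe-xylenol orange, 573/405 nm absorbance ratio.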
HP1b chromo inh: inhibitors of HP1-beta chromodomain binding to methylated histone tails; AlphaScreen HP1-beta / biotin-H3K9me3 peptide binding; Potency, µM (highest dose often 114 µM), inactives show at the highest dose activity change, negative = inhibition, hits mostly inhibitors; hit rate 0.56% among 390,000; also: nearly all actives have a fitted effect of over 70% in size; inactives centre near 23
Target sequence (P83916 whole entry, looked up): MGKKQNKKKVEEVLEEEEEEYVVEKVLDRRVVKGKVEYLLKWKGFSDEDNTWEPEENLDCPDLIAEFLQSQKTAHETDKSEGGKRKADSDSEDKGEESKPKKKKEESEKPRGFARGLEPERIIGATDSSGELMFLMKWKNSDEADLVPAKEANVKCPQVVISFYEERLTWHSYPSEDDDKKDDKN
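AlphaScreen: HP1-beta (50 nM) preformed 30 min with biotin-H3(1-18)K9me3 peptide (50 nM) in PBS pH 7.4, 0.01% Tween-20. Compound added for 30 min at RT, then streptavidin donor/nickel chelate acceptor beads (10 ug/mL) for 30 min.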
RGS4 inhibitor: inhibitors of human regulator of G protein signaling 4; P49798; Transcreener GDP fluorescence polarization, RGS4-accelerated GTP hydrolysis; Potency, µM (doses to about 114 µM), without a hit: at the top dose activity change, negative = inhibition, hits mostly inhibitors; hit rate 0.039% among 390,000; AID 504845; also: % is scaled to controls: 0 for no effect and ±100 for the full control effect; nearly all actives have a fitted effect of over 75% in size; some results filed as inactive show a strong effect at the top dose
Target sequence (P49798 whole entry, looked up): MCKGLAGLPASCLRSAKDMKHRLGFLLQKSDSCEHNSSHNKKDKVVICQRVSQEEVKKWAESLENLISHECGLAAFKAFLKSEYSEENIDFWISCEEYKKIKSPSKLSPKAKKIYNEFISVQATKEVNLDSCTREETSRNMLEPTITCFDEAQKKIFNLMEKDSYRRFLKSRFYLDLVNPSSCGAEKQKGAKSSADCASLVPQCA
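MLSMR compounds (23 nl, pin-transferred) preincubated 10 min at room temperature with a 500nM (2x) first reagent, then RGS4 at 900nM (2x) plus Transcreener GDP mix added; fluorescence polarization (620/688 nm) read before and after 90 min at 30 °C.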
PGK inhibitor: blocks T. brucei phosphoglycerate kinase; P07378; PGK/GAPDH coupled, Kinase-Glo luminescence, 60 min; Potency, µM (series often up to 57.5 µM), for inactives: top-dose activity change, negative = inhibition, usual class: inhibitors; hit rate 0.043% among 380,000; AID 602233; also: % is scaled to controls: 0 for no effect and ±100 for the full control effect; nearly all actives have a fitted effect of over 60% in size
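Luminescent ATP detection (Kinase-Glo Plus) follows a 60-minute room-temperature incubation, with wells lacking PGK as controls. Buffer: 100 mM TEA (pH 7.6), 5 mM MgCl2, 0.01% Tween-20. Coupling enzyme GAPDH (100 nM final) supplies unstable 1,3-BPG in-well.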
rTrxR1 inhibitor: rat TrxR1 inhibition; hit rate 1% among 390,000; recombinant rTrxR1, NADPH fluorescence consumption, selenite substrate; Potency, µM (series often up to 114 µM), inactives show at the top dose activity change, negative = inhibition, actives largely listed as inhibitors; also: % is scaled to controls: 0 for no effect and ±100 for the full control effect; nearly all actives have a fitted effect of over 65% in size
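Rat TrxR1 (90 nM in the dispensed reagent) was pre-reduced with 400 uM NADPH for 5 min at room temperature, then incubated with compound for 15 min. After 400 uM selenite was added, NADPH fluorescence (Ex 340/Em 450 nm) was followed for 8 min.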
ERG-DNA inh: ERG Ets/DNA interaction inhibition | AID 624246 | Potency, µM (highest dose often 76.9 µM), inactives show at the top dose FP activity, negative = inhibition, most hits filed as inhibitors | fluorescence polarization, His-ERG Ets domain / labelled DNA | P11308 | hit rate 0.028% among 370,000; active = well fitted inhibition curve with a large enough effect in the polarisation, with a control signal flat; inconclusive = small, poorly fitted or top-dose-only effect, or effect the other way, or a change in a side signal; inactive = no such curve, though single readings can be large or run the other way; the % refers to the polarisation;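 also: polarization taken with two DNA probes labelled with fluorescein and Texas red; % of control where 0% means no effect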
Target sequence (P11308 whole entry, looked up, the tested form may be a part): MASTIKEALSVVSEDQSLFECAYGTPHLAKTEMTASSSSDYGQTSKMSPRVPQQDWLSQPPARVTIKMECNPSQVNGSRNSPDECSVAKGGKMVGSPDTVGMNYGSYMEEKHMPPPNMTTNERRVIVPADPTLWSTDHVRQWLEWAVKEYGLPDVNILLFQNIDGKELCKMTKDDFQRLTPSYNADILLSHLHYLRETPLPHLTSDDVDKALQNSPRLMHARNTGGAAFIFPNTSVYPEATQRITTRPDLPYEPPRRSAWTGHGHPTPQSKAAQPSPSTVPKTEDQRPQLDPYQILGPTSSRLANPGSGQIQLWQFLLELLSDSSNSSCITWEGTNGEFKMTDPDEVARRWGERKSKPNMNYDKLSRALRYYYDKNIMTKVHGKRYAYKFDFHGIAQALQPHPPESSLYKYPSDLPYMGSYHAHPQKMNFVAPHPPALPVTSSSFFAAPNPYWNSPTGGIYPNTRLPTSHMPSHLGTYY
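His-tagged ERG Ets domain (1 uM in the protein solution; 300mM KCl, 50mM Tris-HCl, 1mM EDTA, 1mM DTT, pH 7.5) received compound, then a probe mix of 5 nM fluorescein-DNA and 100nM Texas-615-DNA. Fluorescence polarization was read for both dyes.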
The depositor's hits bear a star; i = inactive; ? = inconclusive; nt = not tested or not shown; & = joins results of further samples; [ ] = another dose, or the depositor's remark. Unless noted, calls follow the shape of the dose curve; as a rule, active = well fitted curve in the direction sought with a large enough effect; inconclusive = small, poorly fitted or top-dose-only effect, or another doubt; inactive = no such curve, though single readings can be large; an effect the other way counts as inactive or inconclusive. Potency is read from the fitted curve at half-maximal effect. A portion of the library; the hit share may differ from the screen's.

GLS inh | Pin1 inhibitor | JMJD2A Tudor | 12-LOX inh | HP1b chromo inh | RGS4 inhibitor | PGK inhibitor | rTrxR1 inhibitor | ERG-DNA inh | compound
-2.1% | 6.3% | 72.3%[activator] | -0.5% | 105.4%[activator] | -2.9% | 7.7% | 20.5% | -2.0% | O=S(=O)(c1ccc(SCCOc2ccccc2)nc1)N1CCCC1
5.7% | -4.7% | -15.5% | ? | 28.9% | 12.2% | -0.5% | -11.5%[57.1 µM] | 3.0% | COc1ccc(N(CC(=O)Nc2nccs2)S(=O)(=O)c2c(C)nn(C)c2C)cc1
-5.1% | -6.8% | 2.4% | 58.7%[activator] | 19.7% | -1.5% | -6.7% | 9.0%[57.1 µM] | 0.3% | CCOC(=O)NCc1ccc2c(c1)OCO2
-2.6% | 5.7% | -6.2% | ? | 18.7% | -30.0% | i | -19.9% | 3.9% | CC(C(=O)NC(=O)NC1CCCCC1)N1CCN(C(c2ccccc2)c2ccccc2)CC1 (stereo unspecified)
17.0% | 1.9% | -22.2% | 0.0% | 5.5% | 0.0% | -4.8% | 17.0% | -15.4% | c1cnc(N2CCN(Cc3c[nH]c4ccccc34)CC2)nc1
-4.6% | -0.4% | -27.8% | -18.3% | 21.9% | -9.6% | -6.3% | 7.2% | -0.1% | O=C1CC[C@H](OCc2ccccc2)CCN1[C@H](CSc1ccccc1)Cc1ccccc1
-18.2% | 0.2% | -9.8% | -23.6% | 67.9%[activator] | 1.9% | 0.2% | -6.1%[57.1 µM] | 4.6% | Cc1ccc(S(=O)(=O)N2CCN(C(=O)CC(C)n3nc(C)c(Cl)c3C)CC2)cc1 (stereo unspecified)
0.5% | 1.7% | -24.9% | ? | -11.7% | 7.5% | -8.9% | 0.1%[57.1 µM] | 3.0% | Cc1ccc(C(=O)NC2CCCC(C)C2C)cc1S(=O)(=O)N1CCCCC1 (stereo unspecified)
nt | 2.8% | -33.8% | nt | 8.5% | 3.3% | nt | -0.2% | nt | COc1ccc(-c2cc(C3C4C=CCCC4(C)C(=O)N3Cc3ccccc3)ccc2F)cc1OC (stereo unspecified)
3.0% | -3.3% | 10.5% | 0.0% | 28.9% | 10.8% | 1.2% | 26.3% | 2.0% | COc1ccc(S(=O)(=O)NC2CC2)cc1Cl
-7.5% | 30.7%[activator] | 248.1%[activator] | ? | 456.9%[activator] | -20.0% | i | -9.3%[57.1 µM] | 55.2%[activator] | COc1ccc(C2CC(c3cccs3)=NN2c2ccccc2)cc1 (stereo unspecified)
-1.4% | -2.5% | -11.0% | -18.3% | ? | -20.5% | 4.8% | -4.4% | -13.3% | CCCCn1c(SCC(=O)Nc2cccc(C)n2)nnc1-c1ccco1
2.2% | -7.5% | 39.8µM* | -6.2% | ? | -4.0% | -1.0% | 18.9%[57.1 µM] | 1.1% | Cc1ccc(CN2CCN(/N=C\C=C\c3ccccc3)CC2)cc1
-1.4% | 13.3% | -12.2% | -6.1% | 22.3% | 9.9% | 7.5% | 1.2%[57.1 µM] | 9.6% | Cc1nc2nc(SCC(=O)Nc3ccccc3Cl)nn2c(C)c1Cc1ccccc1
14.9% | -0.4% | 6.7% | ? | 21.0% | -17.7% | -21.0% | -13.8% | -1.0% | Cc1c(NC(=S)Nc2ccccc2)c(=O)n(-c2ccccc2)n1C
-2.3% | 10.9% | -25.7% | 0.3% | 37.0% | -26.3% | i | ? | -3.3% | O=C(Nc1ccc2nc(-c3ccco3)[nH]c2c1)c1ccco1
-2.2% | 33.5%[activator] | -16.0% | -18.5% | 15.8% | -26.2% | -21.3% | -24.2%[57.1 µM] | 28.2% | O=C(CSc1ncn[nH]1)c1cc2ccccc2o1
-8.9% | 4.0% | -7.6% | -16.0% | 26.7% | 14.4% | -3.0% | 10.7% | 11.7% | Cc1cn2c(=O)c(C(=O)N3CCN(c4ccccc4)CC3)cnc2s1
? | 2.5% | -32.0% | 0.0% | -14.8% | 34.7% | 2.2% | -2.4%[57.1 µM] | -6.2% | O=C(O)COc1ccc(NC(=O)c2ccc3c(c2)C(=O)N(C2CCCCC2)C3=O)cc1
-9.9% | 35.6%[activator] | 22.4µM* | 7.1% | 27.5% | -18.1% | -12.4% | -16.6% | -7.3% | COc1cc([N+](=O)[O-])cc(/C=N/NC(=O)c2cc(C)nc3ccccc23)c1O
6.6% | 7.0% | 1.4% | -8.9% | 21.4% | 0.1% | 5.3% | 6.9%[11.4 µM] | -15.7% | Cc1cnc(C(=O)OCC(=O)N(Cc2ccccc2)C(C)(C)C)cn1
3.0% | 2.6% | -0.8% | 2.1% | 41.7%[activator] | 41.8% | -1.8% | 8.3% | -0.1% | COCCNC(=O)c1ccc2ccccc2n1
-1.9% | -0.4% | ? | ? | 11.3% | 9.6% | -2.9% | -3.4%[57.1 µM] | -16.1% | NC(=O)c1cc2ccccc2oc1=NCc1ccccc1
-10.4% | -8.3% | -33.1% | -8.3% | 11.4% | 18.2% | -2.9% | 16.1% | -2.3% | COc1ccc2[nH]c3c(c2c1)CCN1C(=O)C(CC(=O)NCCCN(C)C)C[C@H](C(=O)N2CCCCC2)[C@@]31CCc1ccccc1 (stereo partly specified)
-2.1% | -0.4% | -19.9% | -7.6% | 19.3% | -2.4% | -5.5% | 9.4% | -3.4% | O=C(CC1C[C@H](C(=O)N2CCCCC2)[C@@]2(CCc3ccccc3)c3[nH]c4ccccc4c3CCN2C1=O)NCc1cccc(C(F)(F)F)c1 (stereo partly specified)
-4.1% | ? | -1.3% | 3.0% | 2.7% | 10.8% | -8.4% | 19.0%[57.1 µM] | -3.3% | O=S(=O)(NC1CCCC1)c1ccc(S(=O)(=O)N(Cc2cccs2)CC2CCCO2)cc1 (stereo unspecified)
6.4% | -8.9% | -16.2% | -3.6% | 6.2% | -8.1% | -2.7% | 11.4%[57.1 µM] | 0.7% | CC(=O)/C=N/Nc1ccccc1
-15.9% | 9.5% | -14.5%[11.4 µM] | 0.0% | -20.3% | -3.3%[11.4 µM] | -5.5% | 13.4% | 12.0% | COc1ccccc1CC(=O)O/N=C(\N)c1cccc([N+](=O)[O-])c1
-5.2% | 0.4% | -16.2% | 0.0% | 33.8% | 3.7%[56.9 µM] | -3.3% | 27.0% | -3.0% | Cc1cc(NC(=O)c2ccccc2)n(-c2ccccc2)n1
8.9% | 33.8%[activator] | -6.7% | -10.5% | 1.0% | 22.9% | -7.5% | -12.5% | 9.2% | CCOC(=O)C1=C(O)/C(=C\c2ccc(O)c(OCC)c2)N=C1C
6.0% | -4.1% | -16.0% | -10.5% | 24.5% | 18.8% | 2.7% | 1.6% | -0.6% | COc1ccc(NS(=O)(=O)c2ccc3c(c2)CCN3C(=O)C2CC2)cc1OC
-10.7% | 3.1% | -6.8% | 0.4% | 24.0% | 4.2% | -2.1% | -5.9% | 13.5% | Cc1cc(NC(=O)CCC(=O)N(c2ccccc2F)C(C(=O)NC2CCCC2)c2ccccc2)no1 (stereo unspecified)
7.3% | 3.5% | -14.1% | ? | 23.9% | 5.0% | -1.6% | -15.3% | ? | Cc1c(Cl)cccc1NC(=S)NCc1ccccc1Cl
-8.1% | -0.8% | -13.7% | -1.3% | 39.0% | -12.3% | i | 27.4%[57.1 µM] | 10.3% | C=CCOc1ccc(/C=C/C(=O)OCC(=O)NNC(=O)c2ccccc2F)cc1
17.6% | 5.6%&-6.9% | -14.5%&-21.1% | 4.3% | 29.1%&30.6% | 7.9%&2.0% | 3.2% | -3.5%&-4.2% | 4.7% | COc1cc(C(CCN2CCCC2)c2c(OC)cc(OC)c3ccc(=O)oc23)cc(OC)c1OC (stereo unspecified)
6.4% | 9.3% | 20.3% | -28.0% | 97.2%[activator] | -3.2% | -8.5% | -1.2%[57.1 µM] | 5.2% | COc1ccc(C(=O)OCCc2cc3ccccc3c(=O)o2)cc1
0.3%&7.2% | -4.0%&-6.0% | -15.6%&-6.4% | 6.0%&1.2%&-6.2% | 10.9%&50.8% | 47.3%&-9.4% | 1.7%&8.7% | 2.7%&17.8%[57.1 µM] | -5.1%&-1.9% | Cc1ccc(C2N=C(N)Nc3nc4ccccc4n32)cc1 (stereo unspecified)
-9.4% | 46.1%[activator] | -13.1% | -28.2% | 26.4% | -43.3% | 7.0% | 9.7% | -4.5% | O=C(Nc1ccc(Cl)c(-c2nc3cc(Cl)ccc3o2)c1)c1cc([N+](=O)[O-])ccc1N1CCOCC1
-2.4% | -0.2% | -8.3% | 0.0% | 84.7%[activator] | -17.3%[56.9 µM] | -7.0% | 15.9% | -0.4% | CCOc1ccc(S(=O)(=O)n2ccc(C)n2)cc1
? | -3.4% | -25.0%[11.4 µM] | -20.0% | -9.8% | -28.9%[11.4 µM] | -4.9% | 20.1% | 2.2% | Cc1ccc(C(=O)OCC(=O)Nc2ccccc2Cl)c(O)c1
-1.3% | 23.6% | -13.7% | ? | 32.7%[activator] | -15.9% | -1.5% | 18.0%[57.1 µM] | 6.4% | COc1ccc(CCn2c(N)cc(=O)[nH]c2=S)cc1OC
-14.3% | -1.0% | -14.4% | -11.2% | 24.1% | 9.8% | -3.1% | -13.7% | 10.2% | Cc1cc(C)c(OCC(=O)OCC(=O)NCc2cccs2)c(C)c1
-6.4% | 4.6% | -11.3% | 0.4% | 30.0% | 25.5% | -8.2% | 8.9% | 3.2% | Cc1ccc(NC(=O)Cn2c(=O)n(Cc3ccccc3)c(=O)c3sc4ccccc4c32)cc1
